# GLP1R cytotox = cytotoxicity in counter-screen for GLP-1R inverse agonists; 0.13% of 410,000 active; AID 624418; HEK293 cAMP-luciferase reporter cells, luminescence, 24 h; Potency, µM (top dose mostly 38.3 µM), inactives show at the top dose activity change, negative = inhibition, hits mostly inhibitors;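 note: loss of luciferase light is scored as toxicity; potency is the fitted concentration of half-maximal effect; % is set by controls: 0 for no effect and ±100 for the full control effect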
#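 Seeding density was 200 cells/uL; after overnight-length (12 h) culture, 23 nL compounds went on for 24 h at 37 °C. Readout used a luciferase detection reagent, luminescence taken after 12 min at room temperature.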
# TDP43 rescue = inhibitors of TDP-43 toxicity in yeast. TDP-43 expressing yeast growth rescue, BacTiter-Glo, 24 h. Potency, µM (series often up to 46.1 µM), without a hit: top-dose growth rescue (activation), hits mostly activators. 1.8% of 410,000 active. AID 652104; note: potency is the fitted concentration of half-maximal effect; % of control where 0% means no effect; nearly all actives have a fitted effect of over 50% in size
#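 Readout is BacTiter-Glo luminescence of cell growth, so inhibitors register as activators. TDP-43-expressing yeast at OD600=0.02 in galactose medium, after raffinose pregrowth to mid-log, were incubated with compound for 24 hr at 30 deg C.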
# aSyn rescue = inhibitors of alpha-synuclein toxicity in yeast; AID 652106; Yeast expressing alpha-synuclein, growth rescue, BacTiter-Glo, 24 h; 0.14% of 370,000 active; Potency, µM (highest dose often 46.1 µM), for the others: top-dose growth rescue (activation), hits mostly activators; note: potency is the fitted concentration of half-maximal effect; % of control where 0% means no effect; nearly all actives have a fitted effect of over 65% in size
#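 Readout is rescue of growth in alpha-synuclein-expressing yeast, so inhibitors of toxicity appear as activators. Growth after 24 hr at 30 deg C in galactose medium is quantified by luminescence.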
# PTHR1 agonist = activates the human parathyroid hormone receptor PTHR1. Potency, µM (top dose mostly 115 µM), inactives show at the highest dose activation, most hits filed as activators. 0.075% of 410,000 active. Q03431. HEK293 GP2 PTHR1 cells, GloSensor cAMP luminescence, 1 h. AID 743266; note: potency is the fitted concentration of half-maximal effect; nearly all actives have a fitted effect of over 55% in size; some results filed as inactive show a strong effect at the top dose; inactives centre near -15; many of its hits are not listed in these tables
# Target sequence (Q03431 whole entry, looked up): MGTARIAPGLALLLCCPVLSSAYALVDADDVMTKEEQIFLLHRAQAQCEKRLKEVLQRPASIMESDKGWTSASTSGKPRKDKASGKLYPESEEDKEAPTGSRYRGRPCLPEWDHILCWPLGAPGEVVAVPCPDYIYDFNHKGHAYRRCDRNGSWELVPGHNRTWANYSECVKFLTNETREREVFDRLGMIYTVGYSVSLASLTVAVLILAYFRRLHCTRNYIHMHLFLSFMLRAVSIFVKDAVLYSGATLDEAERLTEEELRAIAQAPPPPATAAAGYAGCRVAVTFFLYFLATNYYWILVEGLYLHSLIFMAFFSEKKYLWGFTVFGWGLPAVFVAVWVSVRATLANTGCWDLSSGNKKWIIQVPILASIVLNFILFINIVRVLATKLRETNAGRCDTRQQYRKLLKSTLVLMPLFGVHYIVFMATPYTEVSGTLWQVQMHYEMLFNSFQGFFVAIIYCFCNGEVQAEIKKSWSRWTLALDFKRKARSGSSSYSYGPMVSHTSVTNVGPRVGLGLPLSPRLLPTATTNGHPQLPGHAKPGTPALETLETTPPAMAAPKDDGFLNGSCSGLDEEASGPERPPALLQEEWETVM
#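 HEK-293-derived GP2 cells expressing PTHR1 and a GloSensor cAMP reporter, 3,000/well, plated overnight, given luciferin plus IBMX (each 0.5 mM as added) for 1 h at 37 °C, then compound for 1 h at 37 °C. Luminescence was read after 15 min at room temperature.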
# GLP1R ag = agonists of human GLP-1 receptor; P43220; Potency, µM (titrated, usually from 45.6 µM), for inactives: at the highest dose activation, actives largely listed as activators; 0.007% of 380,000 active; HEK293 GLP-1R CRE-luciferase, luminescence, 4-6 h; cells express a hypersensitive GLP-1R form; AID 624172; note: potency is the fitted concentration of half-maximal effect; % of control where 0% means no effect
# DRD3 antagonist = D3 dopamine receptor (human) antagonism; D3R cells, DiscoveRx beta-arrestin luminescence, antagonist mode; hits give low values; AID 652054; max response, negative = inhibition, %; 2.5% of 360,000 active; in the data active = max response below about -50%; inconclusive = no clear call, values can overlap the other calls; note: % is set by controls: 0 for no effect and ±100 for the full control effect; mostly tested at two doses, the higher about 12 µM
# Target sequence (P35462 whole entry, looked up): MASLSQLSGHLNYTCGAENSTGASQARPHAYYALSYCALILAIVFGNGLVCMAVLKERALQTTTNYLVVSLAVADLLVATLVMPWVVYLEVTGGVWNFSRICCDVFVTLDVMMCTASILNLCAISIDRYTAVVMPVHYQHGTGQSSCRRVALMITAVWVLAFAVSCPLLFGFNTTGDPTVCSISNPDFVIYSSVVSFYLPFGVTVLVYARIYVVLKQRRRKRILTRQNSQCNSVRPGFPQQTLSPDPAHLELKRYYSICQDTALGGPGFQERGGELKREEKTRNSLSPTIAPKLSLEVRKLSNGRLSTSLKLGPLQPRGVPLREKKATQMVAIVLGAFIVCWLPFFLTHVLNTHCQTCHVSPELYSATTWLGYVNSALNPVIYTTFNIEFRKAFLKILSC
#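 Cells expressing the human receptor were seeded at 1500 cells/well, incubated overnight at 37 degrees C in 5% CO2, then exposed to library compounds with dopamine controls for 90 minutes at 37 degrees C before luminescent detection.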
# D3 ag = D3 dopamine receptor (human) agonism. P35462. D3R DiscoveRx beta-arrestin cells, luminescence, 90 min. max activation, %. 0.58% of 410,000 active; in the data active = max activation above about 30%; note: 0% is about no effect; mostly tested at two doses, the higher about 12 µM
#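 Cells at 1500/well, incubated overnight, then treated with pinned compounds (dopamine as control) for 90 min at 37 degrees C. DiscoveRx reagent added for 30 - 60 minutes at room temperature; luminescence read.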
# GLP1R inv ag = acts as inverse agonist at human GLP-1 receptor | Potency, µM (series often up to 38.3 µM), without a hit: at the top dose activity change, negative = inhibition, actives largely listed as inhibitors | HEK293 GLP-1R CRE-luciferase, luminescence, 24 h; GLP-1R form is constitutively active | 1.6% of 410,000 active | AID 624417; note: potency is the fitted concentration of half-maximal effect; % is set by controls: 0 for no effect and ±100 for the full control effect; nearly all actives have a fitted effect of over 55% in size
#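 Inverse agonists were sought by their lowering of basal cAMP reporter luciferase output in HEK293 cells stably carrying constitutively active human GLP-1R, after 24 h compound treatment.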
# KB-V1 MDR tox = kills drug-selected multidrug resistant KB-V1 cells; Potency, µM (top dose mostly 46.1 µM), for the others: at the highest dose activity change, negative = cytotoxicity, actives largely listed as cytotoxic; 3.4% of 400,000 active; AID 1347076; KB-V1 MDR cells viability, CellTiter-Glo, 72 h; note: potency is the fitted concentration of half-maximal effect; % is set by controls: 0 for no effect and ±100 for the full control effect; nearly all actives have a fitted effect of over 60% in size
#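 Luminescent ATP read-out (CellTiter-Glo, 10 min) measures survival of drug-selected KB-V1 MDR cells after 72 h, 37 degrees C compound exposure. Medium: phenol-red-free DMEM, 10% FBS. Values from fitted concentration-response curves.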
# * marks the source's active call; other numbers are inactive results; i = inactive; u = inconclusive; x = no result given; [ ] = another dose, or the depositor's remark. Unless noted, calls come from the whole dose curve; as a rule, active = well fitted curve in the direction sought with a large enough effect; inconclusive = small, poorly fitted or top-dose-only effect, or another doubt; inactive = no such curve, though single readings can be large; an effect the other way counts as inactive or inconclusive. The list is partial, so the mix of outcomes need not match the whole.
item	SMILES	GLP1R cytotox	TDP43 rescue	aSyn rescue	PTHR1 agonist	GLP1R ag
1	CCN(CC)c1ccc(NC(=O)COc2ccc(-n3cnnn3)cc2)cc1	-11%	0%	3%	i	18%
2	CCOC(=O)C1=C(COC(=O)/C=C/c2cccc(F)c2)NC(=O)NC1C (stereo not drawn)	5%	-17%	-8%	i	12%
3	CCC(=O)N1CCN=C1SCc1ccccc1Cl	1%	9%	-1%	-11%	16%
4	Cc1ccc(S(=O)(=O)N2C[C@H]3C(=O)C[C@@H](c4ccc(Cl)cc4)N(S(=O)(=O)c4ccc(C)cc4)[C@H]3C[C@H]2c2ccc(Cl)cc2)cc1	2%	0%	4%	-10%	-4%
5	CCOC(=O)N1CCN(C2OC(=O)c3ccccc32)CC1 (stereo not drawn)	10%	-7%	0%	i	5%
6	CC(C)c1ccc(S(=O)(=O)N2CCN(CC(=O)Nc3ccc4c(c3)OCO4)CC2)cc1	-10%	21%	15%	-17%	2%
7	CN(c1ccc(F)cc1)S(=O)(=O)c1ccc(Cl)c(C(=O)Nc2ccncc2)c1	15%	9%	0%	-34%[inhibitor]	0%
8	CN(C)C(=O)N1CCN(C(=O)c2ccco2)CC1	-3%	16%	-8%	-19%	-3%
9	O=P(C(=S)Nc1ccccc1Cl)(c1ccccc1)c1ccccc1	u	u	u	-27%	-4%
10	CCOC(=O)c1c(CN2CCN(C)CC2)oc2ccc(O)cc12	-7%	7%	9%	i	2%
11	CNc1cc(N2CCCCCC2)ccc1[N+](=O)[O-]	u	20%	-6%	-32%[57.5 µM]	23%
12	COc1ccc2c(CC(=O)N3CCN(S(=O)(=O)c4ccc(F)cc4)CC3)coc2c1	-3%	29%	-5%	-34%[inhibitor]	5%

item	DRD3 antagonist	D3 ag	GLP1R inv ag	KB-V1 MDR tox
1	-8	-4	u	4%
2	13	8	44%	-4%
3	9	0	-2%	13%
4	30	10	14%	14%
5	-4	-5	10%	u
6	-11	-1	u	u
7	15	10	u	u
8	14	-3	-9%	19%
9	0	-14	u	u
10	-54*	-3	0%	3%
11	-13	-1	1%	u
12	-2	3	-12%	4%

# An excerpt of these results, in transposed form:
4) Cc1ccc(S(=O)(=O)N2C[C@H]3C(=O)C[C@@H](c4ccc(Cl)cc4)N(S(=O)(=O)c4ccc(C)cc4)[C@H]3C[C@H]2c2ccc(Cl)cc2)cc1
5) CCOC(=O)N1CCN(C2OC(=O)c3ccccc32)CC1 (stereo not drawn)
6) CC(C)c1ccc(S(=O)(=O)N2CCN(CC(=O)Nc3ccc4c(c3)OCO4)CC2)cc1
7) CN(c1ccc(F)cc1)S(=O)(=O)c1ccc(Cl)c(C(=O)Nc2ccncc2)c1
8) CN(C)C(=O)N1CCN(C(=O)c2ccco2)CC1
9) O=P(C(=S)Nc1ccccc1Cl)(c1ccccc1)c1ccccc1
10) CCOC(=O)c1c(CN2CCN(C)CC2)oc2ccc(O)cc12
11) CNc1cc(N2CCCCCC2)ccc1[N+](=O)[O-]
12) COc1ccc2c(CC(=O)N3CCN(S(=O)(=O)c4ccc(F)cc4)CC3)coc2c1

screen / no. | 4 | 5 | 6 | 7 | 8 | 9 | 10 | 11 | 12
GLP1R cytotox | 2% | 10% | -10% | 15% | -3% | u | -7% | u | -3%
TDP43 rescue | 0% | -7% | 21% | 9% | 16% | u | 7% | 20% | 29%
aSyn rescue | 4% | 0% | 15% | 0% | -8% | u | 9% | -6% | -5%
PTHR1 agonist | -10% | i | -17% | -34%[inhibitor] | -19% | -27% | i | -32%[57.5 µM] | -34%[inhibitor]
GLP1R ag | -4% | 5% | 2% | 0% | -3% | -4% | 2% | 23% | 5%
DRD3 antagonist | 30 | -4 | -11 | 15 | 14 | 0 | -54* | -13 | -2
D3 ag | 10 | -5 | -1 | 10 | -3 | -14 | -3 | -1 | 3
GLP1R inv ag | 14% | 10% | u | u | -9% | u | 0% | 1% | -12%
KB-V1 MDR tox | 14% | u | u | u | 19% | u | 3% | u | 4%

# Next entries.
item	SMILES	GLP1R cytotox	TDP43 rescue	aSyn rescue	PTHR1 agonist	GLP1R ag
13	O=C(Nc1ccccc1C(=O)Nc1ccccc1)c1ccccc1F	1%	17%	-3%	-21%	-1%
14	Cc1ccc(-c2cc3nc(-c4ccccc4)cc(N4CCC5(CC4)OCCO5)n3n2)cc1	42%[activator]	u	-12%	-21%	-35%[inhibitor]
15	Cc1ccc(NC(=O)CN(C)Cc2c(O)ccc3ccccc23)cc1	2%	-10%	1%	-21%	0%
16	N#CC12CCCCC1CC1CCCCC1(C#N)N2CCO (stereo not drawn)	-10%	5%	-11%	-53%[inhibitor][57.5 µM]	1%
17	O=C(O)c1cccc(Nc2nc(-c3ccc([N+](=O)[O-])cc3)nc3ccccc23)c1	-6%	17%	4%	-6%	-5%
18	CC(C)N1CC2(CC(c3ccccc3C(F)(F)F)=NO2)CN1C(=O)c1ccc(C(C)(C)C)cc1 (stereo not drawn)	3%	-3%	1%	-86%[inhibitor]	-5%
19	N#C/C(=C\c1ccc(Cl)cc1)c1nc2ccccc2[nH]1	41%[activator]	5%	x	0%	x
20	COc1ccccc1/C=C/C=N/n1c(COc2ccccc2)n[nH]c1=S	2%	14%	-2%	-2%[57.5 µM]	-2%
21	CCN(CC)CCNC(=O)C(=O)Nc1ccc(C(=O)OC)cc1	-6%	17%	11%	i	6%
22	O=C(CN1C(=O)CSc2ccc(S(=O)(=O)N3CCOCC3)cc21)NCCc1ccccc1	4%	17%	0%	i	4%
23	O=C(CCc1nnc2ccc(NCc3ccccc3Cl)nn12)NCC1CCN(C2CCCC2)C1 (stereo not drawn)	-2%	-9%	-2%	i	0%
24	CCCCC1CCC(C(=O)NCc2ccc3c(c2)OCO3)CC1 (stereo not drawn)	5%	0%	-2%	i	6%

item	DRD3 antagonist	D3 ag	GLP1R inv ag	KB-V1 MDR tox
13	-12	-2	9%	0%
14	-25	1	u	-6%
15	25	16	u	7%
16	0	9	1%	10%
17	19	27	22%	21%
18	72	13	u	-25%
19	x	-18	4%	13%
20	-86*	-6	0%	18%
21	8	3	5%	0%
22	-18	-6	-25%	-12%
23	-7	-7	5%	u
24	7	9	5%	-1%

# Next part:
item	SMILES	GLP1R cytotox	TDP43 rescue	aSyn rescue	PTHR1 agonist	GLP1R ag
25	CC1CCCN1c1ccnc2cc(Cl)ccc12 (stereo not drawn)	-13%	-23%	1%	-17%	1%
26	COc1ccc2c(CC(=O)NCc3ccc4c(c3)OCO4)coc2c1	1%	29%	11%	-4%[57.5 µM]	6%
27	COCCNC(=O)c1ccccc1NC(=O)c1ccccc1N(C)S(=O)(=O)c1ccc(C)cc1	22%	0%	-2%	-4%	5%
28	C/C(=C\c1ccccc1)C(=O)Nc1nccs1	4%	11µM*	-13%	-5%	12%
29	CCn1c2ccccc2c2cc(NC(=O)CC(C)=O)ccc21	-21%	17%	5%	i	-1%
30	O=C(Nc1ccc2c(c1)OCCO2)C1CCCN1C(=O)Nc1ccc(F)cc1 (stereo not drawn)	-9%	-3%	9%	i	-4%
31	O=C1NC(=O)C(c2ccccc2)(c2ccc(O)cc2)N1 (stereo not drawn)	-13%	8%	0%[1.84 µM]	-8%	-9%
32	CC(OC(=O)C1CC(=O)N(Cc2ccco2)C1)C(=O)Nc1ccc(F)cc1Cl (stereo not drawn)	4%	2%	-4%	i	6%
33	Cc1ccc(CN(C(=O)c2csnn2)C(C(=O)NC2CCCC2)c2cccnc2)cc1 (stereo not drawn)	1%	-10%	-6%	-1%	4%
34	Cc1ccc([N+](=O)[O-])cc1NC(=O)CN(C)CCOc1ccccc1	-3%	19%	-10%	-1%	17%
35	O=C(OCn1nnc2ccccc2c1=O)C1CCCCC1	-4%	10%	u	-3%[57.5 µM]	-1%
36	COc1ccc(-c2cc(C(F)(F)F)n3ncc(C(=O)NCc4ccco4)c3n2)cc1	62%[activator]	u	0%	i	10%

item	DRD3 antagonist	D3 ag	GLP1R inv ag	KB-V1 MDR tox
25	-9	-14	-15%	-13%
26	-23	-9	4%	u
27	u	-8	-10%	u
28	-14	-2	u	u
29	10	-5	u	-7%
30	12	8	-6%	-6%
31	-4	2	2%	25%
32	-6	1	-4%	22%
33	8	-12	15%	4%
34	u	-11	u	u
35	5	1	7%	17%
36	40	-12	9%	-9%

# Following part.
item	SMILES	GLP1R cytotox	TDP43 rescue	aSyn rescue	PTHR1 agonist	GLP1R ag
37	CN1CCN(c2ccc(S(=O)(=O)N3CCCCC3)cc2NC(=O)c2ccc3ccccc3c2)CC1	6%	11%	5%	i	-18%
38	CC(NCc1cccs1)C(=O)Nc1cc(Cl)cc(Cl)c1 (stereo not drawn)	-7%	-14%	-19%	-6%	7%
39	O=C(COc1ccccc1)N1CCN(c2ccccc2)CC1	1%	-15%	7%	i	3%
40	O=CC1=C(N2CCOCC2)/C(=C\c2ccccc2)CC1	-10%	-10%[0.397 µM]	5%	-5%	20%
41	CC(C)c1ccc(S(=O)(=O)Nc2ccc(O)c(Sc3nc4ccccc4s3)c2)cc1	-18%	u	-31%[inhibitor]	-2%	0%
42	COc1cccc(-n2c(-c3cccc(F)c3)nc3c(cnn3-c3ccc(C)cc3)c2=O)c1	7%	9%	x	-34%[inhibitor]	3%
43	CCC1CN(C(=O)N2CCC(C(=O)N3CCN(c4ccccc4F)CC3)CC2)c2ccccc2O1 (stereo not drawn)	-2%	u	x	i	x
44	N#C/C=C1/NC(=O)c2ccccc2S1	-8%	-2%	-7%	i	-1%

item	DRD3 antagonist	D3 ag	GLP1R inv ag	KB-V1 MDR tox
37	-2	-7	u	10µM*
38	-20	-20	u	-2%
39	1	2	16%	-4%
40	-11	3	-29%	28%
41	x	3	u	16µM*
42	x	-4	-2%	u
43	x	12	u	x
44	-15	-1	-5%	-1%

# Source: PubChem
